TTR transcr act = TTR transcription activation, primary screen; activation, % at 16.7 µM; SH-SY5Y TTR promoter Gaussia luciferase, luminescence; 100% = recombinant luciferase protein wells; AID 1117267; hit rate 1.3% among 92,000;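 active means activation above the mean of all tested compounds plus 3 SD, cut at about 9.5% in these data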;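 further: cells exposed to compounds for one day before reading; 0% = median of all test compound wells on the plate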
An asterisk follows results filed as active. Some of the compounds tested. The share of hits here may be higher or lower than overall.

SMILES | TTR transcr act
CCOC(=O)c1c(NC(=O)CN2CCN(C(=O)c3ccco3)CC2)sc(C)c1C | -2.2
COc1c2c(c(OC)c3c1c(=O)c1ccccc1n3C)OCO2 | -1.4
Cn1cc(/C=C2\SC(=O)N(c3ccccc3)C2=O)c2ccccc21 | 1.6
COc1ccc(C(=O)NCC(=O)N2CCc3ccccc3C2)cc1 | 0.0
Nc1nnc(-c2ccc(Cl)c([N+](=O)[O-])c2)s1 | -0.1
Cc1cc2nc3ccc(N(C)C)cc3nc2cc1N | 0.1
CCOc1ccc(C(=S)NC2CCCCC2)cc1 | -0.9
CC(Oc1cccc(Cl)c1)C(=O)Nc1cc(=O)n(C)c(=O)n1C (stereo not drawn) | 3.6
CCCCCCc1c(O)nc(SCCN(C)C)[nH]c1=O | 3.1
Cc1ccc(S(=O)(=O)Nc2ccccc2C(=O)OC(C)C(=O)Nc2ccc3ccccc3c2)cc1[N+](=O)[O-] (stereo not drawn) | -0.7
Cc1ccc(S(=O)(=O)NC2=NCN(CCc3ccccc3)CN2)cc1 | -0.8
Nc1ccccc1C(=O)NCC1(c2ccccc2)CCCC1 | -1.3
O=C(Cc1ccccc1)NCC(=O)N/N=C/c1cccnc1 | -1.4
COc1cccc(S(=O)(=O)NCc2ccc(C(=O)N3CCN(C)CC3)cc2)c1 | 5.5
CCCNC(=O)c1c[nH]c2ccc(S(=O)(=O)N(C)c3ccc(OCC)cc3)cc2c1=O | -6.0
CCOc1ccc2c(c1)c1nc3ccccc3nc1n2C | -1.1
CCCN(CCC)CCCNC(=O)CC1Nc2ccccc2NC1=O (stereo not drawn) | -1.8
CCOc1ccc(N=Nc2c(=O)[nH]n3c(=O)cc(C)[nH]c23)cc1 | -3.5
CC(=O)NC1=NN(C(C)=O)C(c2cccs2)S1 (stereo not drawn) | -2.2
CCC(=O)Nc1ccccc1Sc1ncnc2scc(-c3ccccc3)c12 | 0.6
CCCCCCCCN1C(=O)[C@H](CC(=O)NCCCN2CCCC2=O)C[C@@]2(C(=O)OC)CC(C)(C)CC=C12 | 4.2
CCc1cccc2c(C#N)cn(CC(=O)NCCOC)c12 | 1.8
Cn1nnc2cc(C(=O)NCCC3=CCCCC3)ccc21 | 2.7
CCOc1ccc(C(C(=O)NCC2CCCO2)N(Cc2cccc(OC)c2)C(=O)c2snc(C(N)=O)c2N)cc1 (stereo not drawn) | -1.4
FC(F)(F)c1cc(-c2cccs2)nc2cc(-c3cccs3)nn12 | 0.4
CN(CC(=O)Nc1c(Cl)cccc1Cl)C(=O)C1CCN(C(=O)Nc2ccccc2)CC1 | -0.8
Cc1nc2nc(C)c(CCC(=O)N3CCN(c4ccccn4)CC3)c(C)n2n1 | 3.0
CN1C=CC(C(C(N)=O)c2ccccc2)c2ccccc21 (stereo not drawn) | -0.1
COc1ccc(C/C(C)=N/NC(=S)Nc2ccc(Cl)cc2)cc1 | -0.2
CC1CCCN(CCOc2ccc3ccccc3c2Br)C1 (stereo not drawn) | 1.4
CCCOC1CCCN(C(=O)CCc2nnc(CCCCc3ccccc3)o2)C1 (stereo not drawn) | -1.9
CCCC(=O)Nc1ccc2c(c1)C(=O)NC2=O | -1.5
Cc1cc(C)cc(C(=O)NC(CC(N)=O)c2ccc(N3CCCCCC3)c([N+](=O)[O-])c2)c1 (stereo not drawn) | 5.9
CCCc1cc(C(=O)NNC(=S)NCc2ccccc2)cs1 | -1.1
COc1cccc2c1OC1(CCN(C(C)C)CC1)N1N=C(c3cccnc3)CC21 (stereo not drawn) | 0.2
COC(=O)[C@]12C[C@H](CC(=O)NCc3ccc(C)o3)C(=O)N(Cc3cccc4ccccc34)C1=C[C@H](C(C)C)O[C@@H]2C1CC1 | -4.2
CCCc1nc2c3ccccc3ccn2c1Cc1ccccc1C(F)(F)F | 0.4
COC(=O)C1=CCCCC(O)=C1C(=O)OC | 0.0
COc1ccc(F)cc1-c1cc(C(C)=O)c2n(c1=O)CCC2 | 1.4
CNC(=O)c1[nH]cnc1C(=O)Nc1ccc(F)cc1 | -1.0
Cc1ccccc1NC(=O)C1c2ccccc2Oc2ccccc21 | 0.3
COC(=O)c1ccc2c(=O)n(Cc3ccc(C(=O)NC(C)C)cc3)c(=S)[nH]c2c1 | 3.9
CCC(=O)N(Cc1ccc(S(N)(=O)=O)cc1)C1CC(=O)N(c2ccccc2)C1=O (stereo not drawn) | 0.2
COCCCn1c(SCC(=O)O)nc2cc(OC)c(OC)cc2c1=N | 0.9
CCn1c(=O)c(=O)[nH]c2c(=O)oc3ccc(S(=O)(=O)Nc4ccccc4)cc3c21 | -0.5
O=C(CCCN1C(=O)c2ccccc2C1=O)NCc1ccc(F)cc1 | 0.2
CCOC(=O)N1CCN(c2ccc(Cl)cc2)CC1 | 0.2
CCN(CC(=O)Nc1ccc(NC(C)=O)cc1)C(=O)c1ccc2c(c1)OCCO2 | 0.6
O=S(=O)(Cc1ccccc1)N1CCNCC1 | -0.4
Cc1cc(C)c(C#N)c(N2CCCC2)n1 | 2.6

Given with the structure last: entries from further up.
TTR transcr act	compound
-0.2	COc1ccc(C/C(C)=N/NC(=S)Nc2ccc(Cl)cc2)cc1
1.4	CC1CCCN(CCOc2ccc3ccccc3c2Br)C1 (stereo not drawn)
-1.9	CCCOC1CCCN(C(=O)CCc2nnc(CCCCc3ccccc3)o2)C1 (stereo not drawn)
-1.5	CCCC(=O)Nc1ccc2c(c1)C(=O)NC2=O
5.9	Cc1cc(C)cc(C(=O)NC(CC(N)=O)c2ccc(N3CCCCCC3)c([N+](=O)[O-])c2)c1 (stereo not drawn)
-1.1	CCCc1cc(C(=O)NNC(=S)NCc2ccccc2)cs1
0.2	COc1cccc2c1OC1(CCN(C(C)C)CC1)N1N=C(c3cccnc3)CC21 (stereo not drawn)
-4.2	COC(=O)[C@]12C[C@H](CC(=O)NCc3ccc(C)o3)C(=O)N(Cc3cccc4ccccc34)C1=C[C@H](C(C)C)O[C@@H]2C1CC1
0.4	CCCc1nc2c3ccccc3ccn2c1Cc1ccccc1C(F)(F)F
0.0	COC(=O)C1=CCCCC(O)=C1C(=O)OC
1.4	COc1ccc(F)cc1-c1cc(C(C)=O)c2n(c1=O)CCC2
-1.0	CNC(=O)c1[nH]cnc1C(=O)Nc1ccc(F)cc1
0.3	Cc1ccccc1NC(=O)C1c2ccccc2Oc2ccccc21
3.9	COC(=O)c1ccc2c(=O)n(Cc3ccc(C(=O)NC(C)C)cc3)c(=S)[nH]c2c1
0.2	CCC(=O)N(Cc1ccc(S(N)(=O)=O)cc1)C1CC(=O)N(c2ccccc2)C1=O (stereo not drawn)
0.9	COCCCn1c(SCC(=O)O)nc2cc(OC)c(OC)cc2c1=N
-0.5	CCn1c(=O)c(=O)[nH]c2c(=O)oc3ccc(S(=O)(=O)Nc4ccccc4)cc3c21
0.2	O=C(CCCN1C(=O)c2ccccc2C1=O)NCc1ccc(F)cc1
0.2	CCOC(=O)N1CCN(c2ccc(Cl)cc2)CC1

Further structures
SMILES | TTR transcr act
COc1cc(NC(=O)CSc2nc3ccccc3n2-c2ccccc2)c(C)cc1[N+](=O)[O-] | -0.7
CCCCN1CC(COCc2ccccc2)Oc2cccc(OCCN3C(=O)[C@@H]4[C@H](C3=O)C3C=C[C@H]4C3)c2S1(=O)=O (stereo partly drawn) | -1.5
CCCCN(C)C(=O)c1c[nH]c2ccc(S(=O)(=O)N3CCOCC3)cc2c1=O | 11*
N=c1sccn1CC(=O)Nc1cccc2ccccc12 | 2.3
CC(Oc1ccccc1)C(=O)N1CCCc2ccccc21 (stereo not drawn) | 10*
CCc1c(O)nc(SCC(N)=O)n(-c2ccccc2F)c1=O | -0.8
NNC(=O)CC(=O)NC1(Cc2ccc(O)cc2)CCCCC1 | 1.9
CCCCn1nnnc1C(c1ccccc1)N1CCN(c2cc(C)ccc2C)CC1 (stereo not drawn) | -1.0
O=C(O)c1cc(-c2cc(C(=O)O)c3ccccc3n2)ccc1O | -0.8
COc1ccc([C@H]2N[C@]3(CCCN(Cc4ccc(F)cc4)C3=O)[C@H]3C(=O)N(C)C(=O)[C@@H]23)cc1 | 0.1
CCN(CC)C(=O)CSc1nc2cc3c(cc2c(=O)n1CCCC(=O)NCCc1ccc(OC)c(OC)c1)OCO3 | 4.6
CCOCCCn1c(=NC(=O)c2ccco2)c(C(=O)OCC)cc2c(=O)n3cccc(C)c3nc21 | 1.5
Cc1ccc(C)c(-n2cc(CN3CCCN(C=O)CC3)c(-c3ccccc3)n2)c1 | 1.2
COc1ccccc1CNC(=O)COC(=O)c1cc2ccccc2o1 | -0.7
COc1ccccc1-n1cnc2cc(NC(C)=O)ccc21 | -0.8
Cc1ccc(Cl)c(OCC(=O)Nc2ccc3c(c2)OCCO3)c1 | 2.9
Cc1c(N=Cc2cc3c(cc2[N+](=O)[O-])OCO3)cccc1[N+](=O)[O-] | -2.0
Nc1[nH]c(C(=O)c2ccccc2)c(-c2cccnc2)c1C(=O)NC1CCCCC1 | 2.5
CCN1CCN(CCC(=O)Nc2ccccc2OC)CC1 | -1.1
CCCCCCCC(=O)N[C@H]1CC[C@@]23CCCN2C(=O)CCC[C@H]3[C@H]1C | 1.0
CN(C)S(=O)(=O)N1CCC(Oc2cccc(C(=O)NC3CCOC3)c2)CC1 (stereo not drawn) | -0.6
Cc1ccc(NC(=O)c2cccs2)cc1S(=O)(=O)N(C)C | 1.1
C=CCN(CC=C)C(=S)NC(=O)/C=C/c1ccc(OC)cc1 | -0.5
O=[N+]([O-])c1ccc(COc2ccc(-c3[nH]ncc3-c3ccccc3)c(O)c2)cc1 | -0.1
Cc1ccc(CNC(=O)[C@H](C)N2C(=O)N3CCc4c([nH]c5ccccc45)[C@@]3(C)C2=O)cc1 | -0.6
O=C1C2CC3N1CCC31c3ccccc3-n3c1c2ccc3=O (stereo not drawn) | -1.2
COc1ccc(C(=O)NC(=S)NCCc2ccccc2)cc1 | -1.1
CC(C1CC2CCC1C2)N1CC(O)=C(c2nc3ccccc3[nH]2)C1=N (stereo not drawn) | 0.6
CC1CC(Nc2ccccc2)c2ccccc2N1C(=O)c1ccncc1 (stereo not drawn) | -0.7
COc1cc(C2C(C(=O)c3cc4ccccc4o3)=C(O)C(=O)N2c2cc(C)on2)cc(OC)c1OC (stereo not drawn) | 0.1
COc1ccc(OCC(=O)N/N=C2\CCc3ccccc32)cc1 | 1.6
COc1ccc(-c2nnc(SCc3nnc(-c4cccs4)o3)n2CC2CCCO2)cc1 (stereo not drawn) | 1.9
Cc1cccc(OCC(=O)Nc2ccc(S(=O)(=O)N3CCN(C)CC3)cc2)c1 | -0.5
COc1ccccc1NC(=O)C1=C(C)NC(=O)NC1c1ccccc1F (stereo not drawn) | 1.5
O=C(Nc1nc(-c2nc3ccccc3s2)cs1)c1ccco1 | -1.4
Cc1ccccc1Cn1ccc(NC(=O)CCSc2nc(-c3ccco3)cc(C(F)(F)F)n2)n1 | -1.7
Cc1ccc(NC(=O)c2c(F)cccc2Cl)cc1NS(C)(=O)=O | -0.4
COc1ccc(OC)c(S(=O)(=O)N(C)CC(=O)O)c1 | -5.1
CC(=O)Nc1ccc(C(=O)NNC(=O)c2cccc(C)c2)cc1 | -1.1
O=C(Cn1c(=O)n(Cc2ccco2)c(=O)c2cc(Cl)ccc21)NCC1CCCO1 (stereo not drawn) | -4.5
CCOc1ccc(CCNC(=O)C2CCN(c3nnc(-n4cccc4)s3)CC2)cc1 | -1.9
CCOc1ccc(CCNC(=O)COC(=O)c2nc3nc(C)cc(C)n3n2)cc1OCC | 1.0
O=c1c2c3nc4ccccc4nc3n(/N=C/c3ccccn3)c2ncn1-c1ccccc1 | 1.9
O=C(CSc1cccc[n+]1[O-])Nc1ccc(Br)cc1Br | 0.2
S=C(Nc1cccc(Cl)c1)N1CCN(Cc2ccccc2)CC1 | -0.8
C(=N\N1CCN(c2ccccn2)CC1)/c1ccccn1 | 1.2
CCn1c(SCC(=O)N2CCOCC2)nc(O)cc1=O | 0.8
C=CCn1c(SCC(=O)NC2CCCCC2)nnc1-c1sc(N)nc1C | 5.1
CN(C)S(=O)(=O)c1cccc(NC(=O)COC(=O)c2c[nH]c(=O)[nH]c2=O)c1 | 0.0
O=C(c1ccc(OCC2CCCO2)cc1)N1CCN(c2ccccc2)CC1 (stereo not drawn) | 0.7
Further structures.
SMILES | TTR transcr act
Cc1ccc(NCc2nnc(SCC(=O)NCc3ccco3)n2CC2CCCO2)c(C)c1 (stereo not drawn) | -1.3
CN1/C(=C\C=C2\N=C(c3ccc(F)cc3)OC2=O)C(C)(C)c2ccccc21 | -0.8
Cc1ccc(/C([O-])=C(/C(=S)NCCN2CCOCC2)[n+]2ccccc2)cc1[N+](=O)[O-] | -0.8
O=C(Cc1ccccc1)NCC(=O)OCC(=O)c1ccc(Cl)c([N+](=O)[O-])c1 | 46*
Cc1ccc(CN(CC(=O)N/N=C/c2ccccc2[N+](=O)[O-])S(=O)(=O)c2ccc(C)cc2)cc1 | 1.0
Cc1nonc1CN(C)C(=O)CC1C(=O)NCCN1Cc1ccccc1F (stereo not drawn) | -0.5
COc1ccc(OC)c(NC(=O)Nc2c(O)ccc3ccccc23)c1 | 1.7
COc1cccc(C(=O)Nc2c3c(nn2-c2ccc(Cl)cc2)CS(=O)(=O)C3)c1OC | -2.1
O=C(C[n+]1ccccc1)N/N=C/c1ccc(C(=O)O)cc1 | 2.0
COc1cc(CC(=O)OCC(=O)Nc2cc([N+](=O)[O-])ccc2Cl)cc(OC)c1OC | -1.1
COc1ccccc1Nc1nc(N)nc(CSc2nccc(C)n2)n1 | 0.5
COc1ccccc1NC(=O)c1ccc(NC(=O)CN2CCN(C(=O)c3ccco3)CC2)cc1 | 0.8
CCCC(C(=O)Nc1ccc(S(=O)(=O)Nc2ncccn2)cc1)c1ccccc1 (stereo not drawn) | 1.3
CCOC(=O)/C(=N\Nc1ccc(Cl)cc1)c1csc(Nc2ccccc2)n1 | -0.1
CSc1ccccc1NC(=O)COC(=O)Cc1ccsc1 | 0.8
COC(=O)[C@@]1(C)[C@H]2C(=O)N(Cc3ccccc3)C(=O)[C@H]2[C@H]2CN=C(SC)N21 | 1.1
CCOC(=O)c1ccc(NNC(C)=O)c([N+](=O)[O-])c1 | 1.5
Cn1ccc(C(=O)N/N=C/c2ccccc2[N+](=O)[O-])n1 | -1.1
O=C(c1cccc(Br)c1)c1conc1C(=O)c1ccco1 | -1.8
CCC(=O)NCCCOc1ccccc1 | -2.3
